TRPV1 agonist: activates the human vanilloid receptor TRPV1 | TRPV1-expressing cells, Fluo-8 calcium influx, agonist mode | actives 0.19% (n = 320,000) | activation, % at 8.33 µM; in the data active = activation above about 80%; inconclusive = between about 30% and that limit; note: 0% is about no effect
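TRPV1-expressing cells were cultured overnight at 35.5C and loaded with Fluo-8 calcium dye for 40 to 90 min at room temperature. After a 10 s baseline, compound was added and calcium influx was read kinetically for 3 min (ex 480/em 520 nm).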
B2AR arrestin: beta2AR (human) beta-arrestin recruitment activity; P07550; actives 0.02% (n = 330,000); AID 492947; beta-arrestin recruitment to beta2AR, cell-based reporter; Potency, µM (series often up to 46.1 µM), inactives show top-dose activation, usual class: activators;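 note: potency is the fitted concentration of half-maximal effect; 0% = DMSO controls and full agonism = EC100 isoproterenol or metaproterenol; nearly all actives have a fitted effect of over 65% in size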
Target sequence (P07550 whole entry, looked up): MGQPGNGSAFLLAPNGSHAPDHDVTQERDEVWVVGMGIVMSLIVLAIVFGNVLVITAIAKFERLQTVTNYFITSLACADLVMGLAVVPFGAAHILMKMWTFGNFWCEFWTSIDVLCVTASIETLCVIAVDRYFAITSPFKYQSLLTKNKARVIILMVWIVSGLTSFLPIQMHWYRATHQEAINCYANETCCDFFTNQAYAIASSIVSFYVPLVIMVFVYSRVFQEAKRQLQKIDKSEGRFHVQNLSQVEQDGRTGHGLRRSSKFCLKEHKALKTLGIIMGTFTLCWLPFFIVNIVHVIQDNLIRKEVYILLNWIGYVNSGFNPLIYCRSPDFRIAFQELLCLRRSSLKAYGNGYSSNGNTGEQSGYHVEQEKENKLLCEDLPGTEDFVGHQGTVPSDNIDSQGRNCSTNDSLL
Eya2 phos inh: inhibitors of human Eya2 phosphatase activity | O00167 | recombinant Eya2, OMFP fluorescence dephosphorylation (OMFP is methylfluorescein phosphate) | actives 0.006% (n = 330,000) | Potency, µM (doses to about 76.9 µM), for the others: top-dose activity, negative = inhibition, hits mostly inhibitors; note: potency is the fitted concentration of half-maximal effect; % is set by controls: 0 for no effect and ±100 for the full control effect
Target sequence (O00167 whole entry, looked up): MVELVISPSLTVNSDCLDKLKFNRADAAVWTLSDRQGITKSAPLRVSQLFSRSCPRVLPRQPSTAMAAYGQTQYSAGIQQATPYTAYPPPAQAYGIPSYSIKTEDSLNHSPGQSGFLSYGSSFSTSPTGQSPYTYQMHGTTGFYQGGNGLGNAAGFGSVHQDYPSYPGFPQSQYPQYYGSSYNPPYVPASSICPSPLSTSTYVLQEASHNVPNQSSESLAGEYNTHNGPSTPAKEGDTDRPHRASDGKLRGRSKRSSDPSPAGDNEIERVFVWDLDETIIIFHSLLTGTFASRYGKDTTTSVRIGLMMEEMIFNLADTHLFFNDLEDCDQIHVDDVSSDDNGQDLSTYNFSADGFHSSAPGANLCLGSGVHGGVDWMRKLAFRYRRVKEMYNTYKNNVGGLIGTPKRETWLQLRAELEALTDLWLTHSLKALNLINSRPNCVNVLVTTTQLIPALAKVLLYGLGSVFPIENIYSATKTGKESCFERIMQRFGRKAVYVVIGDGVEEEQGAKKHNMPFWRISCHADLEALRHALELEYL
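Eya2 (0.2 uM) preincubated 10 min at ambient with compound, then OMFP substrate added at 50 uM; 10 min reaction in 50 mM HEPES pH 7.5, 50 mM NaCl, 5 uM MgCl2, 0.05% BSA, 1 mM DTT. Fluorescence read at Ex 485/Em 525 nm.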
a7 integrin act: activators of alpha7 integrin expression for muscular dystrophy. alpha7betagal myoblasts, beta-gal FDG fluorescence, 48 h. Potency, µM (top dose mostly 38.3 µM), inactives show top-dose activation, hits mostly activators. actives 0.064% (n = 350,000). AID 624291;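 note: potency is the fitted concentration of half-maximal effect; 100% = response of the positive control SU9516; nearly all actives have a fitted effect of over 60% in size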
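alpha7betagal+/- myoblasts (passage 13, 250/well) treated 48 h at 37C with compounds at 1:260 dilution of DMSO stock. Lysed, then beta-galactosidase activity read as FDG fluorescence (ex 480/em 540) after 30 min, with pre-read for autofluorescence.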
USP2a inh: inhibitors of human ubiquitin-specific protease USP2a; AID 463254; Potency, µM (top dose mostly 38.3 µM), for inactives: top-dose activity change, negative = inhibition, hits mostly inhibitors; USP2 core, Ub-CHOP2 coupled fluorogenic reporter, 485/531; actives 0.01% (n = 330,000);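 note: potency is the fitted concentration of half-maximal effect; plate controls were DMSO wells for no effect and full inhibition by NEM control for full effect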
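Cell-free coupled assay: 10nM USP2 core preincubated 30min RT with compound in Tris-HCl pH 8.0/CaCl2/CHAPS buffer, then 25nM Ub-CHOP2 and 25nM reporter substrate; fluorescence (Ex 485/Em 531) read after 60min RT, normalized to NEM inhibition, concentration-response curves fitted.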
ASM inhibitor: blocks human secretory acid sphingomyelinase; actives 0.006% (n = 340,000); P17405; placental ASM, HMU-PC fluorogenic substrate, 60 min; Potency, µM (highest dose often 57.5 µM), without a hit: at the highest dose activity change, negative = inhibition, hits mostly inhibitors; note: potency is the fitted concentration of half-maximal effect
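Human placenta-derived ASM preincubated with compound 10 min at room temperature, then reacted with 9 uM (final) fluorogenic HMU-PC substrate for 60 min at 37 C. Stop solution raises pH to 10; fluorescence read at Ex 386/Em 447 nm.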
ELG1 genotoxic: inducers of genotoxicity in HEK293T ELG1-luciferase cells; HEK293T ELG1-luciferase reporter, luminescence, 16 h; Potency, µM (titrated, usually from 46 µM), inactives show at the highest dose activity change, positive = activation, hits mostly activators; actives 1.3% (n = 330,000); AID 504466; note: potency is the fitted concentration of half-maximal effect; % of control where 0% means no effect; nearly all actives have a fitted effect of over 60% in size
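ELG1-luciferase HEK293T cells, 2,000/well; compound pinned in; 16 hr, 37 °C, 5% CO2; ONE-Glo, 30 min RT; luminescence on CCD imager.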
BRCA1 expr up: increases BRCA1 expression | MCF7-BRCA1-FFLuc reporter, luminescence, 48 h; response scale: scaled: vehicle 0%, 10 µM genistein 100% | Potency, µM (doses to about 46.1 µM), without a hit: at the top dose activation, hits mostly activators | actives 1.1% (n = 380,000); note: potency is the fitted concentration of half-maximal effect; nearly all actives have a fitted effect of over 80% in size; some results filed as inactive show a strong effect at the top dose
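Activators of BRCA1 expression were detected as increased firefly luciferase luminescence in engineered MCF7 cells after 48 h compound incubation. Signals were scaled to genistein 10 microM as full activation.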
uPA generation: blocks generation of uPA at the cell surface; cell surface uPA generation assay, qHTS; Potency, µM (top dose mostly 38.3 µM), for inactives: at the top dose activity change, negative = inhibition, usual class: inhibitors; actives 0.31% (n = 330,000); AID 540303; active = well fitted inhibition curve with a large enough effect; inconclusive = small, poorly fitted or top-dose-only effect; inactive = no such curve, though single readings can be large or run the other way; tested in mouse RAW 264.7 cells; note: potency is the fitted concentration of half-maximal effect; % is set by controls: 0 for no effect and ±100 for the full control effect; nearly all actives have a fitted effect of over 55% in size
TSG101-PTAP inh: blocks PTAP/TSG101 interaction to inhibit HIV-1 budding. AID 493005. 340,000 tested, under 10 active. Fluorescence polarization, FITC-PTAP peptide / Tsg101 binding. Potency, µM (doses to about 115 µM), for the others: at the highest dose activity change, negative = inhibition, usual class: inhibitors; active = well fitted inhibition curve with a large enough effect in the main read-out, with a control signal flat, not every such curve was filed as active; inconclusive = small, poorly fitted or top-dose-only effect, or effect the other way, or a change in a side signal; inactive = no such curve, though single readings can be large or run the other way; note: potency is the fitted concentration of half-maximal effect; % of control where 0% means no effect
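Compounds were pin-transferred onto Tsg101 binding domain (10 uM final) in HEPES pH 7.5 buffer, then FITC-PTAP peptide was added at 50 nM final. After 20 min at RT, polarization reported peptide displacement across a qHTS concentration series.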
p53 reactivator: re-activators of mutant p53; AID 504706; H1299 p53-A138V BP100-luciferase reporter, luminescence, 24 h; actives 0.063% (n = 320,000); Potency, µM (doses to about 92.2 µM), inactives show at the top dose activity change, positive = activation, usual class: activators; note: potency is the fitted concentration of half-maximal effect; % of control where 0% means no effect; nearly all actives have a fitted effect of over 45% in size
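p53-null H1299 cells stably carrying temperature-sensitive p53-A138V and a BP100-luciferase reporter were pinned with compounds (4-point, 1:5 series) and held 24 hrs at 37 deg C. Luminescence was read 10 min after detection reagent.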
The depositor's hits bear a star; u = inconclusive; x = not tested or not shown; [ ] = dose if it differs, or a comment. Unless noted, calls come from the whole dose curve; as a rule, active = well fitted curve in the direction sought with a large enough effect; inconclusive = small, poorly fitted or top-dose-only effect, or another doubt; inactive = no such curve, though single readings can be large; an effect the other way counts as inactive or inconclusive.

SMILES	TRPV1 agonist	B2AR arrestin	Eya2 phos inh	a7 integrin act	USP2a inh	ASM inhibitor	ELG1 genotoxic	BRCA1 expr up	uPA generation	TSG101-PTAP inh	p53 reactivator
CN(Cc1ccccc1)C(=O)c1nc2ccccn2c1CNCCn1cccn1	-6	0.3%	2%	4%	0%	0%	-1%	-1%	-1%	-2%	3%
COC(=O)c1c(C)c2c(C)cc3ccccn3c-2c1C(=O)OC	6	0.2%	11%	19%	0%	-12%	-15%	-17%	-5%	-8%	1%
O=C(Nc1ccc(S(=O)(=O)Nc2ncccn2)cc1)c1cccc(Br)c1	1	0.3%	-15%	5%	2%	-3%	-5%	-5%	-2%	-1%	4%
Cn1c(=O)c2c(=O)cc(N)[nH]c2n(C)c1=O	-1	0.3%	-6%	u	8%	1%	0%	-14%	u	-2%	-1%
COc1ccc(CCNC(=O)CSc2cn(Cc3cccc(C)c3)c3ccccc23)cc1OC	13	6.5%	-7%	-16%	1%	-8%	0%	-71%	u	-2%	-6%
Cc1ccc2cc(C)c3nnc(SCC(=O)NCc4ccco4)n3c2c1	-5	-0.6%	-27%	-23%	-1%	0%	3%	4%	x	-6%	3%
CC(=O)c1ccc(NC(=O)c2onc(C)c2Cl)cc1	u	0.2%	6%	u	3%	1%	u	u	u	-5%	16%
CC1CN(c2nc3c(c(=O)n(C)c(=O)n3C)n2Cc2c(F)cccc2Cl)CC(C)O1 (configuration not stated)	10	-0.6%	0%	-13%	0%	-3%	-1%	6%	2%	-5%	-2%
COc1ccc(C(=O)NCCN2CCCC2)cc1	1	-0.3%	11%	0%	1%	0%	-4%	-7%	-3%	0%	3%
Cc1ccc(CSc2ccc(S(=O)(=O)N3CCOCC3)cn2)cc1	29	0.0%	-2%	-7%	2%	-4%	-3%	-6%	0%	-2%	-2%
CC(C(=O)Nc1ncc2c(n1)CC(C)(C)CC2=O)N1C(=O)c2ccccc2C1=O (configuration not stated)	2	0.4%	17%	2%	2%	2%	1%	-2%	4%	0%	2%
COc1ccc([C@@H]2C(C#N)=C(N)S[C@@H](c3ccccc3)[C@@H]2[N+](=O)[O-])cc1	-5	-1.1%	2%	-13%	-3%	-1%	4%	-13%	2%	-3%	-2%
COc1ccc(C(O)P(=O)(OC2CCCCC2)c2ccc(N(C)C)cc2)cc1OC (configuration not stated)	2	-0.8%	5%	0%	-1%	-1%	-7%	5%	-3%	-1%	-2%
COC(=O)CCC(=O)OC1(C)C(=O)C2=CN(Cc3ccc4c(c3)OCO4)C(c3ccc(OC)cc3)=CC2=C(Br)C1=O (configuration not stated)	x	x	x	27%	x	47%[activator]	x	2%	2%	-9%	x
O=C(NC1CCCCC1)C(c1cc2c(cc1[N+](=O)[O-])OCO2)N1CCCCC1 (configuration not stated)	4	-0.3%	-3%	x	3%	x	-2%	x	x	x	5%
COc1ccccc1CNC(=O)c1cc2sccc2n1C	3	0.8%	13%	-1%	0%	0%	-2%	8%	x	-2%	-3%
Cc1ccc(C(=O)OCC(=O)c2c(N)n(C)c(=O)n(C)c2=O)cc1S(=O)(=O)N1CCCCC1	1	-0.8%	-11%	7%	0%	2%	-2%	-20%	1%	0%	-7%
O=C(N/N=C/c1coc2ccc(Cl)cc2c1=O)c1ccncc1	-2	-0.3%	4%	u	1%	-3%	-23%	5%	6%	-4%	-2%
CCOc1ccc(-c2cc(C(=O)NCCCN3CCN(CC)CC3)c3ccccc3n2)cc1	-3	-0.2%	-7%	-23%	-2%	149%[activator]	9%	1%	x	-3%	8%
Cc1cc(C(=O)NCC(C)C)c2ccccc2n1	0	-0.8%	-9%	-4%	4%	-1%	-2%	9%	-5%	-7%	-2%
CCOC(=O)c1ccccc1NC(=O)CN(c1ccccc1OC)S(C)(=O)=O	2	0.3%	-14%	-3%	-2%	6%	-1%	-2%	0%	-15%	-5%
Cc1cccc(NC(=O)Cn2ccn(-c3ccc4c(c3)OCCO4)c(=O)c2=O)c1	1	-0.3%	-12%	13%	-1%	0%	10%	-1%	0%	-1%	-8%
CN(C)c1nnnn1-c1ccc(OC(F)(F)F)cc1	11	0.0%	1%	6%	1%	10%	-1%	-4%	0%	-1%	2%
COc1cccc2c(=O)cc(C)n(CC(=O)Nc3ccccc3C)c12	0	0.1%	-9%	-28%	-2%	2%	-5%	-32%	-9%	-5%	0%
CCOc1ccc(NC(=O)CCC(=O)NNC(=O)Nc2ccc(Cl)cc2)cc1	2	0.0%	4%	6%	0%	-2%	0%	22%	1%	-2%	-2%

Results in USP2a inh, TSG101-PTAP inh and ASM inhibitor (2 entries from above):
| Structure | USP2a inh | TSG101-PTAP inh | ASM inhibitor |
| --- | --- | --- | --- |
| COc1ccc(CCNC(=O)CSc2cn(Cc3cccc(C)c3)c3ccccc23)cc1OC | 1% | -2% | -8% |
| Cc1ccc2cc(C)c3nnc(SCC(=O)NCc4ccco4)n3c2c1 | -1% | -6% | 0% |

(next part)
SMILES	TRPV1 agonist	B2AR arrestin	Eya2 phos inh	a7 integrin act	USP2a inh	ASM inhibitor	ELG1 genotoxic	BRCA1 expr up	uPA generation	TSG101-PTAP inh	p53 reactivator
C/C=C/c1ccc(OCC(=O)OCC(=O)Nc2c(C)nn(-c3ccccc3)c2C)c(OC)c1	1	0.0%	29%	26%	2%	0%	3%	-2%	15%	-2%	1%
O=C(NCC(c1ccco1)N1CCc2ccccc2C1)c1ccc(Cl)cc1 (configuration not stated)	22	-1.0%	14%	1%	3%	-1%	0%	-13%	-14%	0%	-2%
CCOc1cc(C)c(C(C)C)cc1S(=O)(=O)NCc1ccccn1	u	x	x	14%	x	3%	x	1%	x	-7%	x
CC(=O)c1ccc2c3c(cc(C)c2c1)CCCC3	x	x	x	22%	x	62%[activator]	x	60%	1%	-6%	x
O=C(NCCSc1c[nH]c2ccccc12)c1ccco1	22	-0.5%	5%	-2%	1%	1%	7%	11%	-1%	-4%	u
COc1ccc(C(=S)N2CCCCC2)cc1Br	2	-0.2%	-1%	8%	2%	0%	4%	2%	3%	-1%	-3%
COc1ccccc1CNC(=O)c1oc2ccc(S(=O)(=O)N3CCCC3)cc2c1C	-4	-0.8%	1%	-15%	-15%	-5%	-3%	-31%	-8%	0%	-1%
Cn1ccs/c1=N\C(=O)Nc1cccc(C(F)(F)F)c1	u	0.3%	3%	-23%	-2%	-7%	4%	56%	0%	-17%	u
c1ccc(N2CCN(c3nc(-c4cccs4)nc4ccccc34)CC2)cc1	18	-0.5%	3%	8%	-1%	-4%	-1%	-23%	6%	-1%	1%
CC(=O)C1=C(O)C(=O)N(Cc2cccnc2)C1c1ccccc1 (configuration not stated)	0	-0.8%	-26%	5%	4%	6%	0%	11%	8%	-9%	-1%
CC(=O)C1=C(C)NC(SCC(=O)c2ccc(Cl)cc2)=C(C#N)C1c1ccco1 (configuration not stated)	-1	0.4%	8%	-24%	-4%	-2%	0%	-1%	-12%	36%[activator]	10%
CCN(CC)c1ccc(S(=O)(=O)N2CCOCC2)cc1NC(=O)Nc1ccccc1	x	0.2%	7%	-24%	4%	-10%	1%	-41%	2%	-1%	-1%
COc1ccc(C(=O)O/N=C(/c2ccccc2)c2ccncc2)cc1OC	-1	0.0%	-2%	-9%	-1%	3%	-4%	-28%	2%	-1%	-4%
O=C(CCC1CCCC1)Nc1ccc([N+](=O)[O-])cn1	u	-0.4%	1%	10%	1%	0%	11%	30%	-7%	1%	15%
CN(C(=O)COC(=O)c1cc(=O)[nH]c2ccccc12)c1c(N)n(Cc2ccccc2)c(=O)[nH]c1=O	2	-0.2%	-3%	21%	1%	32%	1%	-1%	4%	0%	-2%
CC(C)CC1(C)NC(=O)N(CC(=O)Nc2cccc(S(=O)(=O)N(C)c3ccccc3)c2)C1=O (configuration not stated)	3	0.4%	10%	-49%[inhibitor]	-1%	0%	-4%	-18%	1%	-4%	-5%
O=C(N/N=C\c1ccc2c(c1)OCO2)c1ccc(Cn2cc(Br)c([N+](=O)[O-])n2)o1	u	-0.9%	-10%	u	1%	-1%	3%	0%	-5%	-1%	7%
Cc1cccc(CCNC(=O)C2CCC(=O)N(Cc3ccc(Cl)cc3)C2)n1 (configuration not stated)	1	-0.5%	-1%	9%	3%	1%	0%	-5%	-3%	1%	3%
CCCc1nn(C)c(C(=O)Nc2ccc(CC)cc2)c1Cl	25	-0.4%	4%	-14%	5%	-2%	1%	-11%	4%	1%	17%
CN1C=CC=C/C1=C1/N=C(c2ccccc2)OC1=O	-1	-0.2%	-15%	39%	0%	-1%	3%	2%	7%	-2%	2%

Bioassay records deposited in PubChem BioAssay by National Center for Advancing Translational Sciences (NCATS).
